# HMGR II inh: inhibitors of class II HMG-CoA reductase from Enterococcus faecalis | purified E. faecalis HMGR, NADPH absorbance 340 nm kinetic | inhibition, % at 10 µM | 190,000 tested, 0.41% active | AID 1066;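 active means inhibition above a set limit, the median over all tested compounds plus 3 SD, cut at about 9.5% in these data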;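 further: enzyme runs in reverse so mevalonate oxidation gives rising NADPH absorbance; 0% = complete reaction with DMSO and 100% = background rate lacking mevalonate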
# * hit, by the source's call. Only part of the results is shown; the hit share may differ from the screen's.
SMILES,HMGR II inh
CC(=O)NC(Cc1ccccc1)C(=O)O (configuration not stated),1

# Screening data as filed in PubChem.
